# dFosB activator: activators of mouse delta FosB homodimer; purified delta FosB, TAMRA-CDK5 oligo fluorescence polarization; percent of positive-control signal above neutral wells; activation, % at 25 µM; 340,000 tested, 0.99% active; AID 493131;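 active = mean activation above about 17%, with every replicate also reaching it, limit read from the data, passing the limit was not always enough; inconclusive = only one of the two conditions met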;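 note: fluorescence polarization rise as delta FosB binds a TAMRA Cdk5 AP-1 oligo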
# Target sequence (P13346 whole entry, looked up): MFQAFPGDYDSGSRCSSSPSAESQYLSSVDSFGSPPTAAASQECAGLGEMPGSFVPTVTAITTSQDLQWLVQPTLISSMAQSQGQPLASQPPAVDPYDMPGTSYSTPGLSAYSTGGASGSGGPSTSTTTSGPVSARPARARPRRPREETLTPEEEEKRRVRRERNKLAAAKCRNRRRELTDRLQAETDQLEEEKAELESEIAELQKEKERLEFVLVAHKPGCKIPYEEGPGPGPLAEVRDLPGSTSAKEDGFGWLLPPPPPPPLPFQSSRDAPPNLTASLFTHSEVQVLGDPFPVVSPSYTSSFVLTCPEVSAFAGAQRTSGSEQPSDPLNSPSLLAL
# CAL PDZ FP-1: inhibitors of human CAL PDZ peptide binding; Q9HD26; purified CAL PDZ, TMR-peptide fluorescence polarization, 1 h; inhibition, % at 20 µM; 330,000 tested, 0.02% active; AID 504414;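 active = highest replicate inhibition of at least 40%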;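 note: plate controls were DMSO neutral control wells for no effect and unlabeled competitor peptide control wells for full effect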
#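 material = purified tagged CAL PDZ domain construct (CerCALP) | buffer or medium = sodium phosphate/NaCl buffer pH 7.4 with TCEP, IgG, Thesit | reagent = TMR-labelled reporter peptide T*-PRC34 bound in PDZ groove | incubation = 1 h room-temperature incubation prior to read | measured by = fluorescence polarization (mP) | evaluation = percent inhibition from loss of millipolarization | control set = unlabelled peptide and DMSO controls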
# CAL PDZ FP-2: CAL PDZ (human) peptide binding inhibition. 300,000 tested, 0.92% active. purified CAL PDZ, TMR-peptide fluorescence polarization, 1 h. inhibition, % at 24.9 µM. AID 602252;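 active = mean inhibition of at least 30% with at least half of replicates also reaching 30%; inconclusive = no clear call, values can overlap the other calls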;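 note: 0% = DMSO neutral control and 100% = excess unlabeled competitor peptide PRC23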
# RTF Ca sens act: increases calcium sensitivity of human cardiac regulated thin filaments; P19429+P45379; 340,000 tested, 0.24% active; IANBD-labeled TnC RTF fluorescence at EC20 calcium; 0% EC20 calcium, 100% full calcium; activation, % at 7.2 µM; AID 493008;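 active = activation above the mean over all tested compounds plus 3 SD, cut at about 30% in these data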;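 note: rise in fluorescence read as greater calcium sensitivity of cardiac thin filaments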
# Rtt109 HAT inh: C. albicans Rtt109 histone acetyltransferase inhibition. Q5AAJ8. purified Rtt109/Vps75, ThioGlo CoA-SH fluorescence, 4 h. inhibition, % at 34.9 µM. 330,000 tested, 0.16% active;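 active = inhibition of at least 50% in every replicate; inconclusive = best replicate reaches 50% inhibition but some replicates fall short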
# V-ATPase pH: regulators of yeast V-ATPase proton transport. response, % at 10 µM. 350,000 tested, 0.37% active. S. cerevisiae, pHLuorin cytosolic pH fluorescence; in the data active = response mostly above about 7.3%, no sharp cut-off; inactive = mostly below about 5.4%; note: actives read high; inactives centre near 0; some compounds called inactive have numbers as strong as hits
# MITF TRPM1 HTS: increases MITF-driven TRPM1 promoter luciferase signal; SK-MEL-5 TRPM1-promoter luciferase, 24 h; % of positive control, neutral wells = 0; activation, % at 12.5 µM; 300,000 tested, 0.75% active; AID 588334;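 active = mean activation of at least 80% with every replicate also reaching 80%; inconclusive = mean reaches 80% but some replicate falls short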;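 note: 0% = neutral control wells and 100% = parthenolide positive control wells; values of inactives mirror those of a sister screen read the other way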
# CDK5 p35 inh: CDK5/p35 (human) kinase inhibition | Q00535+Q15078 | Recombinant CDK5/p35, ADP-Glo luminescence, 60 min | inhibition, % at 10 µM | 330,000 tested, 0.01% active;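 active = highest replicate inhibition of at least 50% and at least 75% of replicates reaching 50%; inconclusive = only one of the two criteria met; inactive = both criteria failed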;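 note: plate controls were DMSO neutral control for no effect and GW8510 at 10 µM for full effect; many of its hits are not listed in these tables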
# Target sequence (Q00535 whole entry, looked up): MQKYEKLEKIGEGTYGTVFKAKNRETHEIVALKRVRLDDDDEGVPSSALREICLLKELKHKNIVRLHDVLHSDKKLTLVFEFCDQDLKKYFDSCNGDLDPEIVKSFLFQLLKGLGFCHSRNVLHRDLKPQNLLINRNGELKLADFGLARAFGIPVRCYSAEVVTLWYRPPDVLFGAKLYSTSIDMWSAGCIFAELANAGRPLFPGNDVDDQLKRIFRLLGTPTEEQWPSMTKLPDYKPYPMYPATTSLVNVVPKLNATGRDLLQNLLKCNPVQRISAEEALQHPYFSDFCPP
# Target sequence (Q15078 whole entry, looked up): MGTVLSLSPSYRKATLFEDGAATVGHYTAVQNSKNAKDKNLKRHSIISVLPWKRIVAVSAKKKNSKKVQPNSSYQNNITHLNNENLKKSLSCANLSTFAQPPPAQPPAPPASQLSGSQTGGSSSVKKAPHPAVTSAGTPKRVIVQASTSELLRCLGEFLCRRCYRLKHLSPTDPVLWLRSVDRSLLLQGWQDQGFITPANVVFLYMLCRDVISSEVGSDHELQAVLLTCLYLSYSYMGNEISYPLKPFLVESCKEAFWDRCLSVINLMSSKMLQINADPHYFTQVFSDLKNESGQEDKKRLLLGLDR
# Tat transport: E. coli Tat transport inhibition | 340,000 tested, 0.036% active | inhibition, % at 10 µM | E. coli MC4100 TorA-mCherry Tat export, fluorescence;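 active = mean replicate inhibition at least 50% and at least half of replicates individually reaching 50%; inconclusive = only one of the two criteria met; inactive = neither criterion met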;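 note: exported cargo escapes ClpAP degradation while cytoplasmic cargo is degraded and loses fluorescence; 0% = median of neutral control wells and 100% = median of NaSCN control wells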
# Wnt bcat act: Wnt/beta-catenin pathway activation; Wnt/beta-catenin reporter cell assay, activator, plate reader; AID 743398; 300,000 tested, 1.2% active; activation, % at 9.35 µM; in the data active = activation above about 30%, passing the limit was not always enough; inconclusive = no clear call, values can overlap the other calls;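 note: 0% = neutral control wells and 100% = positive control wells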
# Active calls of the source: *; ? = inconclusive; nt = no result given. Outcome played no part in choosing rows; overall some 4.1% were active at least once.
SMILES,dFosB activator,CAL PDZ FP-1,CAL PDZ FP-2,RTF Ca sens act,Rtt109 HAT inh,V-ATPase pH,MITF TRPM1 HTS,CDK5 p35 inh,Tat transport,Wnt bcat act
COc1ccccc1NS(=O)(=O)c1cccc(NC(=O)C2CC2)c1,-1,-1.2,-2,-2,-1,-6,11,-0.4,-2,-1
CC(NC(=O)Cn1cc(C(=O)C2CC2)c2ccccc21)c1ccccc1 (stereo unspecified),-6,-2.0,-3,-4,0,-6,3,-4.3,0,nt
CC(=O)Nc1ccc(S(=O)(=O)Nc2nnc(C(C)C)s2)cc1,2,0.5,nt,-3,-2,1,-6,0.6,-13,-9
CCN(CC)CCNc1ncnc2c1sc1nc(N3CCCC3)c3c(c12)CC(C)(C)OC3,23*,0.4,-2,1,?,0,-44,-1.9,0,-1
Cc1ccc(C(=O)NNC(=O)c2ccc(S(=O)(=O)N3CCCCC3)cc2)cc1,12,-0.3,-1,-6,10,-3,0,-0.4,-4,1
Fc1ccccc1Nc1nc(N2CCOCC2)nc(N2CCOCC2)n1,3,23,-2,-2,-4,-1,-4,0.8,-1,-1
COc1ccc(NC(=O)C2CC(=O)N(CCc3ccc(Cl)cc3)C2)cc1 (stereo unspecified),1,-0.9,-4,-3,-20,2,-9,-3.3,-6,0
Cc1ccc(C)c(N(C)C(=O)c2coc(=O)c3ccccc23)c1,-13,-1.6,-3,6,5,1,nt,0.2,-7,-1
Cc1cc(Cn2nc(C(=O)NCc3cccs3)cc2-c2ccccc2)on1,-4,0.5,-2,2,-1,1,2,1.1,9,-4
CC(=O)Nc1ccc(N=Nc2ccc(O)cc2)cc1,-1,-2.7,-1,3,13,-2,44,1.3,-2,24
CC1=C(C(=O)OC(C)C)C(c2ccc(C)o2)NC(=O)N1 (stereo unspecified),-2,0.0,-4,-5,16,-4,6,-1.6,1,nt
CCOC(=O)C1(CC2CC2)CCN(C(=O)c2cc(C)nc3ccc(CC)cc23)CC1,-9,-2.7,-5,2,13,-5,22,1.5,12,-2
O=C(CN1CCCCC1)N1CCCc2ccccc21,4,-2.4,0,0,nt,0,9,-0.3,7,0
COc1ccccc1NC(=O)CCSCCC(=O)Nc1ccccc1OC,-6,-3.4,-1,-2,-22,1,-9,-0.5,-3,nt
O=C(O)c1ccc(-c2nnn(Cc3cccc(C(F)(F)F)c3)n2)cc1,3,0.0,-4,5,1,1,1,-2.7,-3,0
CC(=O)C1CCC2C3CC(C)C4=CC(=O)CCC4(C)C3C(=O)CC12C (stereo unspecified),-6,-0.5,0,1,-3,-1,4,1.0,-2,-3
O=C(NC(=S)Nc1ccc2oc(=O)ccc2c1)c1cccc(Cl)c1,88*,-2.0,-2,0,-1,-1,-2,-0.1,-4,0
O=C(c1ccc(Br)c(S(=O)(=O)N2CCCCC2)c1)N1CCCCC1,-4,-0.8,3,-6,-4,-4,-10,2.3,-4,3
Cc1nn(CC(=O)NCCc2ccco2)c(=O)c2nn(-c3ccccc3)c(C)c12,-9,-3.2,-1,-2,0,-1,-15,-0.5,4,0
CC(=O)c1ccc(OCC(=O)NC2CCS(=O)(=O)C2)cc1 (stereo unspecified),2,-1.5,-2,3,0,0,-3,-4.2,-3,-1
O=C(Cn1ncc(N2CCCC2)c(Cl)c1=O)c1ccc(Cl)cc1,-1,0.1,-3,7,33,-2,28,0.2,-2,4
COc1cccc(NC(=O)CN2CCN(S(=O)(=O)c3ccc(C(C)C)cc3)CC2)c1,-4,-0.7,0,1,6,0,10,-1.0,5,nt
CCOC(=O)C1CCN(C(=O)c2ccccc2)C(CC)C1=O (stereo unspecified),-5,-1.2,-2,0,-4,-6,-1,0.4,0,-4
CC1CC(C)CN(C(=O)c2ccc3nc[nH]c3c2)C1 (stereo unspecified),0,-1.0,7,-6,7,-4,4,0.6,0,-1
CCOC(=O)C1CCN(C(=O)c2ccc3c(c2)OCO3)CC1,5,0.1,-1,-1,4,-1,-12,-0.7,-15,0

# Six compounds drawn at random from the list so far, as already listed:
SMILES,dFosB activator,CAL PDZ FP-1,CAL PDZ FP-2,RTF Ca sens act,Rtt109 HAT inh,V-ATPase pH,MITF TRPM1 HTS,CDK5 p35 inh,Tat transport,Wnt bcat act
O=C(O)c1ccc(-c2nnn(Cc3cccc(C(F)(F)F)c3)n2)cc1,3,0.0,-4,5,1,1,1,-2.7,-3,0
CC(=O)c1ccc(OCC(=O)NC2CCS(=O)(=O)C2)cc1 (stereo unspecified),2,-1.5,-2,3,0,0,-3,-4.2,-3,-1
Cc1ccc(C(=O)NNC(=O)c2ccc(S(=O)(=O)N3CCCCC3)cc2)cc1,12,-0.3,-1,-6,10,-3,0,-0.4,-4,1
COc1ccccc1NC(=O)CCSCCC(=O)Nc1ccccc1OC,-6,-3.4,-1,-2,-22,1,-9,-0.5,-3,nt
O=C(c1ccc(Br)c(S(=O)(=O)N2CCCCC2)c1)N1CCCCC1,-4,-0.8,3,-6,-4,-4,-10,2.3,-4,3
O=C(Cn1ncc(N2CCCC2)c(Cl)c1=O)c1ccc(Cl)cc1,-1,0.1,-3,7,33,-2,28,0.2,-2,4

# (next part)
SMILES,dFosB activator,CAL PDZ FP-1,CAL PDZ FP-2,RTF Ca sens act,Rtt109 HAT inh,V-ATPase pH,MITF TRPM1 HTS,CDK5 p35 inh,Tat transport,Wnt bcat act
COc1cc(/C(C)=N/Nc2ccc(C(=O)O)cc2)cc(OC)c1OC,4,-0.5,-2,-3,4,-2,35,1.2,-8,nt
C=CCn1c(SC(C)C(=O)Nc2ccc(Cl)cn2)nnc1C1CC1 (stereo unspecified),-4,-1.3,-2,5,46,-6,-3,2.2,13,1
Cc1cc(C)nc(/N=C(\NC(=O)C(C)(C)C)Nc2ccc(F)cc2)n1,-18,-1.0,19,3,0,0,nt,-0.5,-3,2
O=S(=O)(NCc1cccs1)c1cccc2cccnc12,1,0.3,-2,-9,0,3,1,-1.0,-4,-5
O=S(=O)(c1cccc(F)c1)N1CCC(CO)(Cc2cccc(F)c2)CC1,-10,-0.5,-3,-2,4,4,-17,0.9,7,0
COc1ccc(C(=O)N/N=C(\C)CC(=O)Nc2ccccn2)cc1OC,8,-1.7,-8,-4,2,0,-8,1.0,1,-2
COc1cccc(-c2nnc(SCC(=O)Nc3ccc(S(N)(=O)=O)cc3)n2C)c1,-8,0.3,nt,15,4,5,nt,0.7,-5,nt
CC(C)N(C(=O)[C@H]1C[C@H](CC(=O)NC(C)(C)C)C(=O)N2CCc3c([nH]c4ccc(Cl)cc34)[C@]12C)C(C)C,-16,-0.9,2,-3,-11,0,-26,-2.8,31,-3
CCCCNC(=O)C1CCC(CNS(=O)(=O)c2cccc3nsnc23)CC1 (stereo unspecified),-2,-1.5,nt,2,-5,-2,8,-7.6,1,-3
COc1ccccc1OCCSc1nnnn1-c1ccc(C)cc1,-14,-0.7,nt,1,3,6,21,-0.7,1,6
O=C(Nc1ccc(Br)cc1)c1cccc(N2C(=O)C3C4CCC(C4)C3C2=O)c1 (stereo unspecified),20*,-1.9,-4,1,2,-2,-6,-1.5,5,-4
N#CC(c1ccc(O)cc1)N1CCCCC1 (stereo unspecified),-7,-0.9,-2,0,22,-2,nt,3.8,3,-4
Cc1ccc(C(=O)CCC(=O)OC(C)C(=O)NC2CCCCC2C)cc1 (stereo unspecified),-5,-1.9,4,-2,11,2,-3,1.9,3,2
COCC1CCN(Cc2nc(-c3cccs3)no2)C1 (stereo unspecified),5,-0.2,-4,nt,-17,-2,13,-0.1,-6,10
O=C(NC1CCCc2ccccc21)c1cccc(S(=O)(=O)N2CCOCC2)c1 (stereo unspecified),-8,-3.4,-8,0,7,-2,-8,-2.3,-7,0
CCN(CC)S(=O)(=O)c1cccc(NC(=O)CNc2cccc(S(=O)(=O)N3CCCC3)c2)c1,-9,-1.1,0,-5,1,-2,-45,-0.1,0,-6
COc1ccccc1OC(C)C(=O)Nc1ccc(S(=O)(=O)N2CCN(C)CC2)cc1 (stereo unspecified),-4,0.2,nt,-1,3,1,-2,0.7,3,-2
COc1ccc(C(=O)NC(C)CCc2ccccc2)cc1[N+](=O)[O-] (stereo unspecified),-5,-0.4,-2,4,-9,-1,nt,0.4,6,1
O=c1cc(CO)oc(CN2CCC(Cc3ccccc3)CC2)c1O,-1,-1.8,-1,-1,1,-1,-4,1.6,-11,nt
COc1cc(/C=N/OCC(=O)Nc2cc(C)cc(C)c2)ccc1OCc1ccc(Cl)cc1,1,1.6,-1,9,2,-1,75,0.2,2,?
COc1ccc(C(=O)NCc2cccnc2)cc1C(=O)NCc1cccnc1,-1,0.0,-3,1,0,-1,0,-0.5,-5,-1
c1ccc2sc(NC3=NCN(C4CCCCCC4)CN3)nc2c1,-9,-2.5,nt,2,-15,11,-10,1.9,-1,-3
C[C@@H]1CN([C@H](C)CO)C(=O)c2cc(NC(=O)C3CCCCC3)ccc2O[C@@H]1CN(C)Cc1ccc(C(F)(F)F)cc1,4,-3.2,-5,2,6,-4,1,0.4,7,-16
O=S(=O)(Nc1cccc(-c2cn3cccnc3n2)c1)c1ccc(Cl)cc1,-15,-1.9,nt,0,0,2,3,0.3,-1,-1
O=C(CSc1ccc2ccccc2n1)c1ccccc1,-9,-0.6,-2,7,4,2,13,-0.9,2,20
SMILES,dFosB activator,CAL PDZ FP-1,CAL PDZ FP-2,RTF Ca sens act,Rtt109 HAT inh,V-ATPase pH,MITF TRPM1 HTS,CDK5 p35 inh,Tat transport,Wnt bcat act
COc1cccc2sc(NC(=O)c3ccc(S(=O)(=O)N4CCOCC4)cc3)nc12,-3,-5.1,-6,12,-3,-1,-2,-2.7,7,-3
O=[N+]([O-])c1cccc(NNS(=O)(=O)c2ccccc2F)c1,-4,-0.6,-1,-4,-5,-5,-6,0.5,-9,-1
CN1CCN(c2ccc(Cl)cc2NS(=O)(=O)c2ccccc2Cl)CC1,-6,-0.1,nt,-3,8,-1,17,-0.7,-4,-5
O=C(O)[C@H](Cc1ccccc1)N1C(=O)c2ccncc2C1=O,10,nt,1,2,-3,4,-3,-1.0,0,8
CCCN(CCC)C1CC(=O)N(Cc2ccccc2)C1=O (stereo unspecified),5,-0.2,-1,1,0,-5,-3,2.1,-4,nt
Cc1cc(C(=O)O)sc1C,-10,0.3,nt,2,2,7,3,-0.7,-7,nt

# Record cards, as listed above. Order of screens: dFosB activator, CAL PDZ FP-1, CAL PDZ FP-2, RTF Ca sens act, Rtt109 HAT inh, V-ATPase pH, MITF TRPM1 HTS, CDK5 p35 inh, Tat transport, Wnt bcat act
# C[C@@H]1CN([C@H](C)CO)C(=O)c2cc(NC(=O)C3CCCCC3)ccc2O[C@@H]1CN(C)Cc1ccc(C(F)(F)F)cc1 is listed with 4, -3.2, -5, 2, 6, -4, 1, 0.4, 7, -16
# c1ccc2sc(NC3=NCN(C4CCCCCC4)CN3)nc2c1 is listed with -9, -2.5, nt, 2, -15, 11, -10, 1.9, -1, -3

# Source: PubChem BioAssay
